ASAP1 GAP inh: ASAP1 ArfGAP inhibition | Q9ULH1 | ASAP1-stimulated ARF1 GTP hydrolysis, GDP FP detection | inhibition, % at 16.5 µM | 0.19% of 360,000 active; in the data active = inhibition above about 25%;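 also: 0% = vehicle with enzyme and substrate and 100% = no enzyme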
Target sequence (Q9ULH1 325-724 limits assumed): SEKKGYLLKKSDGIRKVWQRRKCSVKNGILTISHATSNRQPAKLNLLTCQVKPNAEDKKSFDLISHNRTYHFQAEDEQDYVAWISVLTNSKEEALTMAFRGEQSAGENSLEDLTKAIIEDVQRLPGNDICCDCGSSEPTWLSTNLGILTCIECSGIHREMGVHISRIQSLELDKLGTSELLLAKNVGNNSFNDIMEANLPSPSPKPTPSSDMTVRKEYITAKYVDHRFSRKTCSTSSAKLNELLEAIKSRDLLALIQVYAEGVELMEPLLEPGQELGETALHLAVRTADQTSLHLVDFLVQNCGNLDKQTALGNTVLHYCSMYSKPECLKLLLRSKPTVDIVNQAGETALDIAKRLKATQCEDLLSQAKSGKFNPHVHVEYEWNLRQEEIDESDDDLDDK
HTRA1 inhibitor: HTRA1 (human) protease inhibition; AID 504803; inhibition, % at 5.96 µM; recombinant HTRA1, FP-rhodamine activity-based probe, fluorescence polarization; 0.5% of 340,000 active; in the data active = inhibition above about 36%;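 also: 0% = enzyme with DMSO and 100% = wells lacking enzyme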
NR1D1 modulator: modulates human Rev-erb alpha binding to DNA; P20393; 0.79% of 370,000 active; Rev-erbα–FITC-DNA binding, fluorescence polarization, 90 min; activity, % at 10 µM;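 active = activity above about 14%, limit read from the data; passing the limit was not always enough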;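 also: 0% = DMSO wells with 35 nM protein and 100% = DMSO wells with 750 nM protein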
NPR1 activator: GC-A (human) enzyme activation; activation, % at 10 µM; 0.14% of 370,000 active; HEK293 GC-A cells, cGMP TR-FRET, EC30 ANP; 0% at EC30 ANP, 100% saturating ANP; in the data active = activation above about 40%
NPR2 activator: GC-B (human) receptor activation; HEK293-GC-B cells, CNP EC30, cGMP TR-FRET; 0% at EC30 CNP, 100% saturating CNP; activation, % at 10 µM; 0.11% of 370,000 active; AID 1920062;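 active = activation at 10 µM reaching about 35% in either raw or pattern-adjusted values, limit read from the data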
SMARCA2 activ: SMARCA2 function activation, primary screen; MG213 cells, MMTV-luciferase reporter, dexamethasone, overnight; activation, % at 9.1 µM; 1% of 370,000 active; AID 652017; in the data active = activation above about 7.8%;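 also: 0% = vehicle wells and 100% = reference activator wells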
rCAG binder: molecules binding r(CAG) RNA repeats; 1.3% of 370,000 active; inhibition, % at 3 µM; r(CAG) RNA repeat, TO-PRO-1 dye displacement fluorescence;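 active = inhibition above the plate cutoff, the mean of all test compounds on that plate plus 3 SD, cut at about 35% in these data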;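 also: 0% = DMSO alone and 100% = 100 µM mitoxantrone as full dye displacement; higher means more dye released from RNA so lower well fluorescence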
ARFGAP1 inh: inhibits rat ARF GTPase activating protein 1. Q62848. Arfgap1-stimulated ARF1 GTP hydrolysis, GDP FP detection. inhibition, % at 16.5 µM. 0.26% of 360,000 active. AID 651572;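 active = inhibition above a per-plate limit, mean inhibition of low control wells plus 3 SD, cut at about 25% in these data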;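 also: 0% = DMSO wells with enzyme and 100% = wells lacking Arfgap1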
Target sequence (Q62848 1-136 limits assumed): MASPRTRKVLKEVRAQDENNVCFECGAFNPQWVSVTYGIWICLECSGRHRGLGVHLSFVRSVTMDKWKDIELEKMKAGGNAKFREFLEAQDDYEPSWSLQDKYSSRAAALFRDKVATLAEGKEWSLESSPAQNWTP
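Material – truncated rat Arfgap1 GAP domain · Buffer or medium – HEPES-based buffer, pH 7.5 · Reagent – human ARF1(Δ1-17)-GTP substrate · Dosing – 16.5 µM single point, 1.26% DMSO · Schedule – GTP hydrolysis reaction 2 h at 25 °C · Technique – GDP detection by fluorescence polarization · Benchmarks – No-Arfgap1 wells (100%) versus DMSO full-reaction wells (0%) · Repeats – single replicate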
PG9 Ab binder: small molecules binding HIV-1 gp120 antibody PG9. TR-FRET gp120-PG9 antibody binding. inhibition, % at 6.7 µM. 0.43% of 360,000 active; in the data active = inhibition above about 8.5%
mABHD4 FP: inhibitors of mouse ABHD4; Q8VD66; purified mABHD4, FP-Rh probe fluorescence polarization; inhibition, % at 8.92 µM; 0.54% of 370,000 active;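 active = inhibition exceeding the mean over every tested compound plus 3 SD, cut at about 30% in these data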;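 also: 0% = plate median of compound wells and 100% = S159A mutant with DMSO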
Target sequence (Q8VD66 whole entry, looked up): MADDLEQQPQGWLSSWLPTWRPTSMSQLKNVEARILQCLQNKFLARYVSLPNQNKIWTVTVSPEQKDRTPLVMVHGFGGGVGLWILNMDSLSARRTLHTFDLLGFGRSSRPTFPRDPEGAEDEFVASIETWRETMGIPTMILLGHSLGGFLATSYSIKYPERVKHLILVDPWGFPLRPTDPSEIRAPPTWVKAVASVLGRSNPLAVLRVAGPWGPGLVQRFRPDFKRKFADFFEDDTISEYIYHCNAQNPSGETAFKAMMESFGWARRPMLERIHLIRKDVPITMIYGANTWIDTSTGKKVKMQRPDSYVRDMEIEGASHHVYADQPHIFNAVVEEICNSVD
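system = mouse ABHD4 enzyme, wild type | medium = HEPES pH 7.0, NaCl, Pluronic buffer | also added = FP-Rh probe | incubation = Enzyme–compound pre-incubation 45 min, then probe 60 min, both 25 °C | technique = fluorescence polarization, excitation 525 nm, emission 598 nm, BODIPY TMR filters | controls = S159A mutant high control, sample median low control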
* marks the source's active call; other numbers are inactive results; nt = not tested or not shown.

Values in the order: NPR1 activator	NPR2 activator	ASAP1 GAP inh	SMARCA2 activ	ARFGAP1 inh	NR1D1 modulator	rCAG binder	PG9 Ab binder	HTRA1 inhibitor	mABHD4 FP
O=c1cc(-c2ccccc2)[nH]n1-c1nc2ccccc2[nH]1
    4.5	1.4	4.9	-2.3	4.2	-2.4	64.8*	-2.8	19.9	11.6
Cc1ccc(NC(=O)C(C)N2C(=O)c3ccccc3C2=O)cc1C (stereo unspecified)
    -3.7	3.7	-2.2	-2.2	7.7	-3.3	-1.2	0.3	-0.6	5.7
COc1cc(CCC(=O)OCC(=O)c2ccc[nH]2)cc(OC)c1OC
    1.1	1.6	-3.2	-1.3	2.7	4.5	2.2	1.3	-0.6	1.3
C(/CCc1ccccc1)=N\Nc1nc2ccccc2[nH]1
    -1.2	-3.6	-0.6	7.4	2.0	0.8	2.0	-1.2	17.8	20.5
O=C(/C=C/c1ccco1)N(Cc1ccccc1)C1CCS(=O)(=O)C1 (stereo unspecified)
    -2.5	-1.7	-2.0	-1.4	-3.0	-11.9	2.6	-0.6	4.5	10.8
CNc1nc(Nc2ccc(Br)cc2)nc(N)c1[N+](=O)[O-]
    3.7	-2.4	4.1	4.7	3.8	-9.4	6.5	-0.6	-9.3	-2.8
CCOC(=O)C1(CC2CCCCO2)CCN(C(=O)Nc2cccc(SC)c2)CC1 (stereo unspecified)
    0.8	4.7	-6.9	-2.0	-5.2	-5.3	0.3	-4.1	-9.4	-13.9
COc1ccc(OC)c(CC(NC(C)=O)C(=O)NC2CCN(C(=O)c3cccc(C)c3)CC2)c1 (stereo unspecified)
    4.4	3.5	-8.3	-0.9	0.9	-2.9	-6.1	0.0	3.0	-1.5
O=C(NNC(=O)c1ccc(F)c(S(=O)(=O)N2CCOCC2)c1)c1ccc([N+](=O)[O-])cc1
    -1.4	1.8	-16.1	0.3	11.5	-4.7	3.5	-0.2	-0.5	-0.8
Cc1ccc(S(=O)(=O)N2C[C@H]3[C@H]4C(=O)N(C5CCCCC5)C(=O)[C@H]4CC(=O)[C@H]3[C@@H]2c2ccccc2F)cc1
    3.5	3.8	-2.9	-2.0	-5.3	11.1	7.9	-2.0	nt	-10.2

Going on with the list.
Values in the order: NPR1 activator	NPR2 activator	ASAP1 GAP inh	SMARCA2 activ	ARFGAP1 inh	NR1D1 modulator	rCAG binder	PG9 Ab binder	HTRA1 inhibitor	mABHD4 FP
O=C(CSc1nnc(-c2ccccc2Br)o1)N1CCOCC1
    10.2	0.1	7.9	1.6	1.4	1.1	-0.6	0.9	0.6	-2.8
Cc1ccc(CSCCNC(=O)/C=C/c2ccc(Cl)cc2)cc1
    4.8	2.8	-1.8	0.4	8.2	4.7	0.3	-0.5	-6.1	-1.7
O=C(NCc1ccccc1)c1cccc2c1C(=O)c1ccc(/C=C/c3ccccc3)cc1S2(=O)=O
    -0.7	0.0	-0.2	-0.3	3.1	-4.6	8.3	4.1	-2.3	13.3
CC(C)N(C(=O)[C@H]1CC(CC(=O)NCC23CC4CC(CC(C4)C2)C3)C(=O)N2CCc3c([nH]c4ccccc34)[C@]12C)C(C)C (stereo partly specified)
    -5.7	-5.1	0.5	-4.7	9.8	4.0	1.1	-1.4	3.9	-8.0
Cc1noc(C)c1-c1ccc(C(=O)NCC2CC2)c2occc12
    11.7	12.7	-1.0	-1.0	3.9	-6.8	1.7	-3.3	nt	3.5
CC[n+]1ccccc1/C=C/c1ccc(N(C)C)cc1
    -37.5	-17.2	-4.2	-6.5	2.5	16.1	-54.5	-15.5	-5.7	-33.7
c1ccc(CSc2ncnc3c2cnn3-c2ccccc2)cc1
    1.6	5.2	-1.7	-2.6	4.0	-3.0	-2.2	0.2	2.4	6.1
O=C(O)c1cc(S(=O)(=O)NCC2COc3ccccc3O2)ccc1Cl (stereo unspecified)
    1.0	-1.9	-3.9	-2.8	-4.0	-5.8	2.9	0.3	5.5	2.0
O=C(Nc1cccn2nc(COCCO)nc12)C(c1ccccc1)c1ccccc1
    -5.5	-3.3	-0.5	-4.8	1.6	1.4	1.4	-0.9	nt	-1.2
O=C(CSc1cn(CCNC(=O)c2ccc3ccccc3c2)c2ccccc12)NCc1ccco1
    -10.6	-7.3	15.4	-1.6	2.4	8.6	10.7	0.2	-29.4	-10.3

(cont.)
Values in the order: NPR1 activator	NPR2 activator	ASAP1 GAP inh	SMARCA2 activ	ARFGAP1 inh	NR1D1 modulator	rCAG binder	PG9 Ab binder	HTRA1 inhibitor	mABHD4 FP
Cc1onc(-c2ccccc2)c1C(=O)NN1CCOCC1
    -3.4	-0.7	-10.2	-3.3	-1.1	-0.5	2.3	-0.7	2.3	-1.7
C#CCNC(=O)C1=C[C@@H](c2ccccc2)C[C@@H](OCc2ccc(CO)cc2)O1
    -2.0	-2.6	1.2	2.4	-3.8	1.4	-0.4	-2.3	-6.8	-3.5
N#Cc1ccccc1OCC(=O)Nc1ccccc1C(=O)NC1CC1
    2.0	1.5	1.7	-4.3	13.2	2.4	0.8	1.2	7.0	-5.8
CCCS(=O)(=O)NCCc1cc2ccc(C)cc2[nH]c1=O
    0.7	2.5	2.8	1.6	-8.4	1.6	-2.7	-0.6	-1.5	5.2
CC(C)CN(C(=O)C1CC1)C1CCS(=O)(=O)C1 (stereo unspecified)
    -3.1	-0.5	1.4	0.6	7.8	1.5	-2.3	2.1	2.3	-11.3
COc1ccccc1NC(=O)N1CCCC(CNC(=O)c2ccccc2Cl)C1 (stereo unspecified)
    -1.6	-3.5	8.6	-1.7	-2.3	-3.1	-4.6	-0.6	-1.3	-4.6
CC(OC(=O)c1cc2ccccc2cc1O)C(=O)Nc1ccc(S(N)(=O)=O)cc1 (stereo unspecified)
    -1.1	-4.2	12.9	-1.6	15.3	1.4	29.9	1.6	-17.1	-19.0
COc1cc2oc(-c3ccc(O)cc3)cc(=O)c2c(OC)c1O
    5.4	1.4	20.3	-0.3	16.6	-0.6	4.3	-0.4	-0.3	6.8
Cc1ccccc1-c1nc(CS(=O)(=O)CC(=O)NC2CCCCC2C)c(C)o1 (stereo unspecified)
    -4.1	1.7	-2.0	-3.3	6.3	-6.5	-13.5	0.5	-2.6	-5.1
COc1ccc(NC(=O)NCCCN2CCc3ccccc3C2)cc1
    -0.5	1.1	-17.3	-1.6	17.5	-3.3	4.0	-1.6	-2.2	2.6

(listing goes on)
Values in the order: NPR1 activator	NPR2 activator	ASAP1 GAP inh	SMARCA2 activ	ARFGAP1 inh	NR1D1 modulator	rCAG binder	PG9 Ab binder	HTRA1 inhibitor	mABHD4 FP
COc1ccccc1N1CCN(C(CNS(=O)(=O)c2cc(F)ccc2F)c2cccnc2)CC1 (stereo unspecified)
    -1.9	6.6	-1.6	-2.0	2.9	-6.9	-0.8	-4.4	4.3	-11.6
CN(C)C(=O)c1ccc(NC(=O)c2ccccc2Sc2ccccc2C#N)cc1
    -8.6	1.3	10.4	0.8	-9.2	2.6	0.7	-2.0	-3.2	0.3
CN(CC(=O)Nc1ccc(F)c(F)c1F)C(=O)CCCc1nc2ccccc2c(=O)[nH]1
    -1.3	1.4	-7.6	-0.5	-0.1	-2.5	0.3	0.4	0.9	4.2
COc1ccc(Cl)cc1C(=O)C1CCCN(Cc2cnc(N3CCOCC3)s2)C1 (stereo unspecified)
    0.0	-0.6	-5.0	-2.4	-3.2	1.8	-6.1	-1.3	4.3	0.5
Cc1cccc(-n2c(C)cc(/C=C3\NC(=O)NC3=O)c2C)c1
    -9.8	-3.0	2.2	1.9	3.5	1.4	7.1	-3.3	7.7	3.9
Cn1c(=O)c(C#N)c(-c2ccccc2)n2cnnc12
    -0.3	-0.8	-3.8	2.6	-9.1	3.2	-2.1	-0.9	4.5	8.4
CC(=O)c1ccc(NC(=S)Nc2cccc(S(=O)(=O)Nc3c(C)n(C)n(-c4ccccc4)c3=O)c2)cc1
    -3.0	1.6	-5.1	0.6	2.8	-1.0	6.3	1.7	0.8	5.4
Cc1cc(C(=O)N2CCC(C(=O)O)CC2)c(C)o1
    -0.5	-2.1	-4.8	3.4	0.8	-7.5	-4.7	-0.6	nt	0.9
CCCCN1C(=N)N([C@@H](CCC)CN2CCC[C@H]2CN2C(N)=NC[C@@H]2Cc2ccccc2)C[C@H]1[C@H](C)CC
    -5.1	-7.7	1.9	-1.0	-1.3	-4.7	11.3	-0.2	-3.8	20.0
CCCCCN(C(=O)COC(=O)c1ccc(C)cc1)c1c(N)n(CCCC)c(=O)[nH]c1=O
    -1.4	-2.1	-8.5	-2.3	1.3	-1.8	4.5	0.2	2.2	-12.3

(continued)
Values in the order: NPR1 activator	NPR2 activator	ASAP1 GAP inh	SMARCA2 activ	ARFGAP1 inh	NR1D1 modulator	rCAG binder	PG9 Ab binder	HTRA1 inhibitor	mABHD4 FP
Cc1ccc(C2NC(=O)NC(O)(C(F)(F)F)C2C(=O)c2cccs2)o1 (stereo unspecified)
    -4.5	3.2	-3.6	-1.5	0.3	4.5	-0.4	-1.5	9.3	6.1
COc1ccccc1Nc1nn2c(=O)c3ccc(C(=O)N4CCC(C)CC4)cc3nc2s1
    17.2	19.9	2.8	-2.4	11.7	-5.7	0.8	-1.3	-54.2	-0.3
Fc1cc(F)cc(-c2c(-c3ccccc3)ncc3ccc(F)cc23)c1
    -4.4	-6.4	-3.1	3.7	4.9	8.5	-3.9	-3.6	-30.9	-3.7
COc1ccc(CC(=O)NNC(=O)c2cc(C)oc2C)cc1OC
    2.8	-2.8	-5.1	-2.5	-9.6	-4.7	-2.1	0.5	-1.6	5.6
CCCCCCC(=O)NC1CCCCN(Cc2ccc(Cl)cc2)C1=O (stereo unspecified)
    2.7	-5.2	nt	-2.8	nt	-0.6	0.0	nt	nt	0.7
O=C(/C=C/c1ccco1)Nc1ccc(CN2CCOCC2)cc1
    1.7	-1.4	3.7	9.4*	14.5	7.6	-0.5	-1.6	0.2	-2.4

Structures above that bear a hit mark in SMARCA2 activ:
| SMILES | NPR1 activator | NPR2 activator | ASAP1 GAP inh | SMARCA2 activ | ARFGAP1 inh | NR1D1 modulator | PG9 Ab binder | HTRA1 inhibitor | mABHD4 FP |
| --- | --- | --- | --- | --- | --- | --- | --- | --- | --- |
| O=C(/C=C/c1ccco1)Nc1ccc(CN2CCOCC2)cc1 | 1.7 | -1.4 | 3.7 | 9.4* | 14.5 | 7.6 | -1.6 | 0.2 | -2.4 |

Ordered by length of the SMILES (descending): 3 of the compounds above.
Values in the order: NPR1 activator	NPR2 activator	ASAP1 GAP inh	SMARCA2 activ	ARFGAP1 inh	NR1D1 modulator	rCAG binder	PG9 Ab binder	HTRA1 inhibitor	mABHD4 FP
Fc1cc(F)cc(-c2c(-c3ccccc3)ncc3ccc(F)cc23)c1
    -4.4	-6.4	-3.1	3.7	4.9	8.5	-3.9	-3.6	-30.9	-3.7
CCCCCCC(=O)NC1CCCCN(Cc2ccc(Cl)cc2)C1=O (stereo unspecified)
    2.7	-5.2	nt	-2.8	nt	-0.6	0.0	nt	nt	0.7
COc1ccc(NC(=O)NCCCN2CCc3ccccc3C2)cc1
    -0.5	1.1	-17.3	-1.6	17.5	-3.3	4.0	-1.6	-2.2	2.6

Assay outcomes: PubChem BioAssay, several laboratories
